Compound activity from PubChem.
hcDAF12 agonist: activates DAF-12 receptor from parasite H. contortus; activation, % at 6.8 µM; 370,000 tested, 1.4% active; AID 652067; HEK293 hcDAF-12 lit1-tk-luc reporter, luminescence; 0% DMSO, 100% Δ7-dafachronic acid;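 active means activation above the mean of all tested compounds plus 3 SD, cut at about 5.5% in these data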;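 further: 100% = response to 3 µM Δ7-dafachronic acid high control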
ssDAF-12 act: activators of S. stercoralis DAF-12 nuclear receptor; HEK293 ssDAF-12/GRIP1 lit1-tk-luc reporter, luminescence; % of 3 µM dafachronic acid response; 370,000 tested, 1% active; activation, % at 6.8 µM;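 active means activation above the mean over all tested compounds plus 3 SD, cut at about 0.9% in these data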;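 further: 0% = DMSO-only wells and 100% = 3 µM delta7-dafachronic acid wells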
ADAM10 inh: inhibits human ADAM10. AID 720582. 370,000 tested, 0.62% active. inhibition, % at 7 µM. O14672. recombinant ADAM10, EDANS/DABCYL FRET peptide cleavage, 3 h;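 active means inhibition above a per-campaign cutoff equal to the mean of compounds falling between control-based bounds plus 3 SD, cut at about 20% in these data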;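 further: 0% = DMSO wells while the 100% control is not disclosed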
GAA850 FXN act: frataxin GAA850 promoter activation | HEK293 lucGAA850 FXN promoter luciferase reporter, 24 h; percent of 10 µM SAHA response | activation, % at 6 µM | 360,000 tested, 0.56% active | AID 540364;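 active means activation above the average of all compounds screened plus 3 SD, cutoff fixed separately per campaign, cut at about 7.5% in these data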;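 further: 0% = DMSO wells and 100% = 10 µM SAHA wells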
DAX1 inh-1: NR0B1 (DAX1) inhibition; HEK293 Gal4-DAX1 luciferase reporter, luminescence; P51843; 340,000 tested, 0.99% active; inhibition, % at 6.75 µM; AID 504766;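 active means inhibition above the mean over all tested compounds plus 3 SD, cut at about 4.2% in these data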;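 further: 0% = DAX1-transfected cells with DMSO and 100% = empty-vector control cells with DMSO; inhibition shows as a rise in luminescence from relieved DAX1 repression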
Target sequence (P51843 207-470 limits assumed): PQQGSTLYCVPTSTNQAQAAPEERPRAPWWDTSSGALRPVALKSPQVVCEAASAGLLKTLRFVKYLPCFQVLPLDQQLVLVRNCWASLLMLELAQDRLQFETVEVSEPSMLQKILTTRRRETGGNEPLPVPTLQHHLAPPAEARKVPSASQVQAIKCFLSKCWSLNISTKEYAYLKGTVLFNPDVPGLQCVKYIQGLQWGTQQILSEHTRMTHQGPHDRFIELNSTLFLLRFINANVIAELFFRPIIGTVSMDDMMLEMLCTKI
DAX1 inh-2: inhibitors of DAX1 repression of SF-1 activated StAR promoter; inhibition, % at 6.8 µM; AID 652010; 370,000 tested, 1.1% active; HEK293T StAR-luciferase reporter, SF-1/DAX-1 repression relief;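 active means inhibition above the mean over all tested compounds plus 3 SD, cut at about 3.6% in these data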;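 further: 0% = DAX-1 cells with DMSO and 100% = cells lacking DAX-1 with DMSO; higher inhibition means more luminescence from relief of DAX-1 repression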
sPLA2-III inh: Blocks human group III sPLA2 activity. QFRET BODIPY PC-A2 liposome hydrolysis, fluorescence. inhibition, % at 12.2 µM. 370,000 tested, 0.56% active. AID 743126;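 active means inhibition above mean plus 3 SD of compounds lying within the high and low control bounds, cut at about 19% in these data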;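 further: 0% = median of test compound wells and 100% = no enzyme DMSO wells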
Target sequence (Q9NZ20 whole entry, looked up): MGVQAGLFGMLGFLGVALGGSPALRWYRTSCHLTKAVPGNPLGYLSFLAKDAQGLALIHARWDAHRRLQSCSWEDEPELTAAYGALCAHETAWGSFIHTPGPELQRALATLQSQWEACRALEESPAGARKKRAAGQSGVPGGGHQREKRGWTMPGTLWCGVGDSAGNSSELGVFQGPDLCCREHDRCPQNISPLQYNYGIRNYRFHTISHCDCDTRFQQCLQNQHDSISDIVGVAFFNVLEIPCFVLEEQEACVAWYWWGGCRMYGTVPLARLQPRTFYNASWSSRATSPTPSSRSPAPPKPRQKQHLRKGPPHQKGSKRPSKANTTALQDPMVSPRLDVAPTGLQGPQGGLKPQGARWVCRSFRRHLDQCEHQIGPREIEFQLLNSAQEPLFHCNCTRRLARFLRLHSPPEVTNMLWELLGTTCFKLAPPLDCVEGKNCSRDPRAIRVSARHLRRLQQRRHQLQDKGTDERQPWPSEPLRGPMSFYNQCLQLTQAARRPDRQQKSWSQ
SMARCA2 activ: activators of SMARCA2 function | MG213 cells, MMTV-luciferase reporter, dexamethasone, overnight | activation, % at 9.1 µM | 370,000 tested, 1% active | AID 652017; in the data active means activation above about 7.8%;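 further: 0% = vehicle wells and 100% = reference activator wells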
GC-B act: GC-B (human) receptor activation; AID 1920062; HEK293-GC-B cells, CNP EC30, cGMP TR-FRET; 0% at EC30 CNP, 100% saturating CNP; activation, % at 10 µM; 370,000 tested, 0.11% active;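 active means activation at 10 µM reaching about 35% in either raw or pattern-adjusted values, limit read from the data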
hgDAF-12 ag: hgDAF-12 agonism, primary luciferase screen. HEK293 GAL4-hgDAF12 UAS-luciferase reporter, agonist luminescence; normalized to butyrate control. activation, % at 6.8 µM. 370,000 tested, 1.8% active. AID 687014;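 active means activation above a cutoff set at the mean of all screened compounds plus 3 SD, cut at about 10% in these data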;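 further: 0% = DMSO wells and 100% = sodium butyrate wells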
GC-A act: GC-A (human) enzyme activation | P16066 | HEK293 GC-A cells, cGMP TR-FRET, EC30 ANP; 0% at EC30 ANP, 100% saturating ANP | activation, % at 10 µM | 370,000 tested, 0.14% active; in the data active means activation above about 40%
The depositor's hits bear a star; i = inactive; / = no result given.

SMILES	hcDAF12 agonist	ssDAF-12 act	ADAM10 inh	GAA850 FXN act	DAX1 inh-1	DAX1 inh-2	sPLA2-III inh	SMARCA2 activ	GC-B act	hgDAF-12 ag	GC-A act
O=C(CCN1C(=O)/C(=C\c2ccccc2F)SC1=S)N1CCCCC1	-0.3	-0.5	-9.8	-2.2	0.4	-0.4	5.6	-2.0	-8.0	-0.2	0.1
Fc1cccc(/C=N/Nc2nc3ccccc3[nH]2)c1	0.7	-1.0	-5.0	/	/	2.8	9.0	-3.2	-3.3	8.9	-9.5
CC1=CC2=NC(=O)CC(C)(C(=O)N(CC(=O)NC3CCCC3)c3ccccc3C)N2C=C1 (configuration not stated)	0.6	-1.5	i	-0.4	-0.8	0.3	-1.2	-1.6	0.1	1.6	5.2
CC(=O)N(Cc1ccco1)c1nc(C(=O)Nc2ccc(Cl)cc2)c(C)s1	-1.5	-1.0	8.6	0.1	-1.0	-0.2	-1.2	3.4	0.8	6.0	3.9
CC(=C/C(=O)O)/C=C/c1cccs1	2.7	-0.5	-4.3	1.2	1.5	1.0	0.5	4.8	6.7	4.8	0.4
Cc1noc(C(=O)Nc2cccc(Cl)c2)c1Cl	2.9	0.6	-4.0	2.8	2.9	0.1	13.2	1.9	1.0	6.3	0.2
Cn1nc(C(=O)N2CCCC2)c2ccccc2c1=O	-1.8	-1.1	-1.6	1.2	-0.1	0.1	0.1	-2.8	2.2	0.1	5.3
CC(C)c1ccc(/C=C/C(=O)NCc2ccc(S(N)(=O)=O)cc2)cc1	-0.7	-0.8	-4.8	-1.1	2.1	-0.1	-18.6	-3.4	1.5	-1.4	-4.0
O=C(CSc1nnc(NC(=O)c2ccco2)s1)Nc1ccccc1F	0.9	-1.4	-10.2	-1.9	1.9	0.0	1.2	-0.1	1.1	1.9	1.9
CC(C)C[C@@H](CC#N)N1CCN(Cc2ccccc2)CCC1=O	1.1	-1.1	-0.8	-0.4	1.0	-0.5	-5.2	0.3	1.3	-1.9	-2.5
COc1ccc(N(CC(=O)N2CCc3ccccc32)S(=O)(=O)c2c(C)noc2C)cc1	1.9	-0.6	10.8	2.1	0.9	0.6	-2.8	-2.8	-2.4	-1.1	-1.8
COc1cccc(/C=N/NC(=O)NC2CCCCC2)c1O	-0.1	-1.1	-9.7	4.6	3.0	1.9	-34.3	-1.3	5.0	3.7	-1.2
CCn1c(COc2ccccc2C)nnc1SCC(=O)Nc1cc(C)on1	0.0	-1.1	-0.4	0.7	0.3	1.6	12.5	-3.6	5.6	-1.4	-6.3
O=C(Cn1ccc(C(F)(F)F)n1)N=Nc1c(O)[nH]c2ccc(Br)cc12	2.3	-0.9	-6.0	3.4	-0.8	0.3	-0.1	-6.1	-9.1	-1.6	-9.2
C#CCNC(=O)C[C@@H]1C[C@@]2(C(=O)OCC)CCC=C2N(Cc2ccc(Cl)cc2Cl)C1=O	-1.7	-1.2	-2.3	/	/	0.7	-6.0	-0.7	-4.3	0.6	-7.2
CC(=O)Nc1ccc(S(=O)(=O)Nc2nc3cc4c(cc3nc2Cl)OCCO4)cc1	0.5	-0.7	i	-0.8	0.8	0.4	3.6	3.4	0.2	2.5	9.2
O=C(COc1cccc(C(F)(F)F)c1)Nc1cccc(S(=O)(=O)NC2=NCCCCC2)c1	-2.0	-1.7	7.4	0.1	-0.6	-1.6	-14.4	-2.4	-2.5	0.1	3.0
Cc1cnc(NC(=O)c2ccc3c(c2)C(=O)N(Cc2ccco2)C3=O)s1	-0.9	-1.1	3.7	-2.5	-0.2	0.4	3.3	0.7	-1.1	2.2	0.4
Cc1cc(N2CCN(CC(O)C(F)(F)F)CC2)c2ccccc2n1 (configuration not stated)	-2.0	-1.1	9.2	-0.2	0.0	-0.4	-1.5	-0.9	2.6	-2.3	2.8
CCOC(=O)CC1C(=O)NCCN1C(=O)c1cccc(C(F)(F)F)c1 (configuration not stated)	-0.7	-1.4	-0.6	1.3	0.8	-0.4	-1.0	2.8	6.2	-0.6	-0.4
COc1ccc(-c2cc(C(F)(F)F)nc(NC3CCCC3)n2)cc1OC	-1.4	-1.4	-90.0	5.8	0.0	-0.1	-2.8	2.1	22.0	2.1	14.2
O=C(O)c1ccc(-c2nc3scc(-c4ccccc4)c3c(=O)[nH]2)cc1	2.1	-1.5	3.9	-0.1	2.6	1.0	2.9	2.0	-0.9	1.8	4.9
CCN(CC)C(=O)c1ccccc1NS(=O)(=O)c1ccc(OC)c(C(=O)N2CCOCC2)c1	-0.2	-1.3	6.8	-0.9	0.5	0.2	7.3	0.5	3.0	0.1	-4.5
COc1ccc(N2CCN(C(=O)Cn3ncc4c([nH]c5ccccc54)c3=O)CC2)cc1	-2.8	-1.0	-5.0	-2.8	0.6	-2.6	3.3	1.2	2.0	0.5	5.8
COC(=O)Cc1ccc(OC(=O)CCS(=O)(=O)c2ccc(C)cc2)cc1	-0.6	-0.9	-5.3	2.7	-0.5	2.3	-3.9	0.5	-1.5	-1.0	0.5
COc1cccc2cc(C(=O)NCC3CCCO3)c(=O)oc12 (configuration not stated)	2.9	-0.2	-10.3	5.1	0.5	-0.6	13.2	-1.9	-2.9	2.2	3.3
CS(=O)(=O)c1ccc(-c2cccc(NC(=O)c3ccco3)c2)nn1	-2.1	-0.9	-2.1	2.2	-1.5	-3.1	0.2	-0.3	-6.0	3.8	0.0
CC1(C(=O)Nc2ccc3c(c2)OCO3)CCN1C(=O)CCc1ccc(Cl)cc1Cl (configuration not stated)	1.8	-1.2	6.1	2.2	/	0.1	-3.4	1.4	2.8	-2.5	-3.9
C[C@H]1CN(S(=O)(=O)C(C)(C)C)[C@@H](CCO)/C1=C\CCO	-0.3	-0.2	-2.7	/	/	0.2	7.4	-4.9	-0.5	-0.9	2.9
CC(C)(C)C(=O)Nc1cccc(-c2nnc(-c3cccc(NC(=O)C(C)(C)C)c3)o2)c1	-2.9	-1.2	0.8	-1.4	-0.7	-0.1	9.9	-0.1	6.0	-1.3	4.7
COC(=O)[C@]12CCCCC=C1N(Cc1ccccc1)C(=O)[C@H](CC(=O)N1CCCCC1)C2	-1.9	-0.9	-7.4	/	/	-1.4	5.4	-1.1	7.5	-0.2	-6.8
O=C(NNc1ccc(C2CCCCC2)cc1)C(O)(c1ccccc1)c1cccs1 (configuration not stated)	0.9	-1.4	11.4	1.2	-1.6	1.5	-10.4	4.3	7.4	6.5	-0.1
COc1cccc(-c2c(C(=O)N/N=C(\C)c3cccnc3)nnn2-c2nonc2N)c1	-1.9	-1.2	8.1	1.5	0.5	0.7	-14.3	-1.6	-3.2	1.8	-2.6
COc1ccc(C)cc1NC(=O)C(C)N(c1ccc(C)cc1)S(C)(=O)=O (configuration not stated)	0.0	-1.0	-0.2	-2.4	-1.0	-0.6	-6.1	-4.0	-1.2	-2.7	-3.1
C=CCOc1cccc(CNn2nnnc2N)c1	-2.5	-0.4	-4.6	2.5	-1.8	0.0	-0.9	0.6	-1.4	-2.3	1.0
CC(=O)c1sc(N/N=C/c2ccc(C(C)C)cc2)nc1C	1.4	-1.0	-26.4	4.2	0.4	3.3	-2.8	4.4	-16.4	14.4*	-2.7
O=C1CCCc2c1cc(C(=O)NC1CCSC1=O)c(=O)n2-c1ccccc1 (configuration not stated)	-1.6	-1.4	-43.9	-2.7	0.1	-0.4	1.1	0.1	6.7	-0.3	-1.6
O=C(CN1C(=O)NC2(CCCC2)C1=O)Nc1nc2ccc(F)cc2s1	2.4	-0.3	-4.2	4.2	-0.2	2.0	7.3	0.4	0.5	3.8	12.9
COc1ccc(OC)c(CCNC(=O)c2sc3nc4n(c(=O)c3c2C)CCC4)c1	-1.4	-0.8	-7.5	-0.1	0.4	-1.1	1.2	0.5	-4.3	1.4	5.3
O=C(c1ccc(S(=O)(=O)N2CCCCCC2)cc1)N1CCN(c2ccccc2)CC1	1.0	-0.8	-5.8	-0.5	-0.1	-0.2	-0.8	-1.0	2.0	0.1	-3.9
C=CCn1c(SCC(=O)c2ccccc2)nnc1-c1ccc2c(c1)OCO2	0.1	-1.4	2.5	0.0	0.2	-0.6	-28.3	-0.6	5.5	-1.0	5.6
O=C(CN1CCN(S(=O)(=O)/C=C/c2ccccc2)CC1)NC(=O)NCc1ccco1	-1.7	-0.3	-3.4	2.5	-0.2	0.2	-9.1	-2.9	7.6	-2.1	1.1
COc1cc2c(cc1C1C(C#N)=C(N)OC3=C1C(=O)CC(C)(C)C3)OCO2 (configuration not stated)	-0.5	-1.2	3.7	0.2	4.9*	-0.2	0.6	-1.7	-2.2	-2.4	-0.4
COC(=O)c1ccc(S(=O)(=O)N2CCc3ccccc32)cc1	-2.5	-1.5	-3.1	-1.7	-1.9	-1.2	-1.8	-0.5	0.5	-1.3	-2.1
CC(=O)Nc1cc(-c2ccccc2)ccc1O	-1.8	-1.4	-6.4	0.6	0.7	-0.7	-3.6	-0.8	-0.3	4.4	0.1
CCN(CC)CCNc1ccc(C)c2sc3ccc(O)cc3c(=O)c12	-0.9	-0.4	1.2	-3.3	-3.6	-4.9	-1.3	8.4*	-10.4	-10.1	-15.1
Cc1ccc(C)c(N(CC(=O)N2CCCC2)S(C)(=O)=O)c1	0.0	-1.3	-7.0	0.5	1.1	-0.3	-2.7	1.7	0.8	-0.6	-1.6
COC(=O)[C@]12C[C@H](CC(=O)N3CCOCC3)C(=O)N(Cc3ccco3)C1=C[C@H](C1CCCC1)O[C@@H]2C	-2.2	-0.6	0.5	/	/	-0.1	-3.2	-2.1	-5.3	-1.5	-6.8
C[C@H](CO)N1C[C@H](C)[C@@H](CN(C)Cc2ccccn2)Oc2ncc(Br)cc2C1=O	-1.4	-0.8	2.6	0.8	-0.6	-0.1	-1.6	0.3	1.6	-0.1	2.2
Nc1ccc(Br)cc1-c1nc2ccccc2[nH]c1=O	4.4	0.5	6.2	2.8	0.2	-0.3	3.3	0.7	0.2	4.4	9.3
CCC1CCCCN1S(=O)(=O)Cc1ccccc1Cl (configuration not stated)	-1.8	-1.1	-2.0	0.9	2.2	0.1	-3.1	2.4	-1.6	-0.1	-2.4
CC(=O)Nc1ccc(S(=O)(=O)N2CCC(NC(=O)C(Cc3ccccc3F)NC(C)=O)CC2)cc1 (configuration not stated)	-1.8	-1.0	2.8	-0.6	-0.9	0.1	6.1	-5.4	3.8	-1.5	-2.4

Looked up by compound from the entries so far (3):
SMILES	hcDAF12 agonist	ssDAF-12 act	ADAM10 inh	GAA850 FXN act	DAX1 inh-1	DAX1 inh-2	sPLA2-III inh	SMARCA2 activ	GC-B act	hgDAF-12 ag	GC-A act
CCC1CCCCN1S(=O)(=O)Cc1ccccc1Cl (configuration not stated)	-1.8	-1.1	-2.0	0.9	2.2	0.1	-3.1	2.4	-1.6	-0.1	-2.4
C[C@H](CO)N1C[C@H](C)[C@@H](CN(C)Cc2ccccn2)Oc2ncc(Br)cc2C1=O	-1.4	-0.8	2.6	0.8	-0.6	-0.1	-1.6	0.3	1.6	-0.1	2.2
CC(=O)Nc1ccc(S(=O)(=O)N2CCC(NC(=O)C(Cc3ccccc3F)NC(C)=O)CC2)cc1 (configuration not stated)	-1.8	-1.0	2.8	-0.6	-0.9	0.1	6.1	-5.4	3.8	-1.5	-2.4
